sPLA2-III inh: human group III sPLA2 inhibitors, primary screen, biochemical, QFRET, BODIPY PC-A2 liposome substrate; QFRET BODIPY PC-A2 liposome hydrolysis, fluorescence; inhibition, % at 12.2 µM; actives 0.56% (n = 370,000);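 active = inhibition above mean plus 3 SD of compounds lying within the high and low control bounds, cut at about 19% in these data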;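 also: 0% = median of test compound wells and 100% = no enzyme DMSO wells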
Target sequence (Q9NZ20 whole entry, looked up): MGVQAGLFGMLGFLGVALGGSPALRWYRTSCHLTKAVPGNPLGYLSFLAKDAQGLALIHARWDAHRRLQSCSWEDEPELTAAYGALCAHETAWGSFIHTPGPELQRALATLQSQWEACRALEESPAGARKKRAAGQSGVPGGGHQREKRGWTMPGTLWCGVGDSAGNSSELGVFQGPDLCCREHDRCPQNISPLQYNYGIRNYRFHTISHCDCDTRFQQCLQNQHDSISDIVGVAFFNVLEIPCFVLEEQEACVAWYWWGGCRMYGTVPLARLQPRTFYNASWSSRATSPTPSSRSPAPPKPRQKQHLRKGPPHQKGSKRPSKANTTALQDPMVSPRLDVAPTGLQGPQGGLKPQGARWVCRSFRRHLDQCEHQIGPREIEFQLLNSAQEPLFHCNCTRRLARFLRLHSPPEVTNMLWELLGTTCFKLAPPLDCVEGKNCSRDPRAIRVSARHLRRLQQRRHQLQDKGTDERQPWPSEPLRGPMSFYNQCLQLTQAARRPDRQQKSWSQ
proKLK7 act: proKLK7 zymogen activators, primary screen, biochemical, fluorescence intensity. activation, % at 7 µM. purified proKLK7, EDANS-DABCYL substrate fluorescence; 100% is mature enzyme control, 0% vehicle. Kallikrein-7 (Homo sapiens), P49862. actives 0.9% (n = 370,000);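 active = activation above the mean of all tested compounds plus 3 SD, computed per campaign excluding outliers beyond control limits, cut at about 13% in these data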
Target sequence (P49862 whole entry, looked up): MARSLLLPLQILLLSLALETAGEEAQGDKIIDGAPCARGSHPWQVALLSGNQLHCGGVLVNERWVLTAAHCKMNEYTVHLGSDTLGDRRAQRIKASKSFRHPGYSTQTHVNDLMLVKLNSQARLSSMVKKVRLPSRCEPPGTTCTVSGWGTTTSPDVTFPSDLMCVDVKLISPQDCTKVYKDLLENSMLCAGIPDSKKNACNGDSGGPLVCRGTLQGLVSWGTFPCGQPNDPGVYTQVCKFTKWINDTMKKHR
DAX1 inh-1: DAX1 (NR0B1) inhibitors, primary screen, cell-based, HEK293, Gal4-DAX1, luciferase luminescence; inhibition, % at 6.75 µM; AID 504766, 2011; actives 0.99% (n = 340,000); Nuclear receptor subfamily 0 group B member 1 (Homo sapiens), P51843; HEK293 Gal4-DAX1 luciferase reporter;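 active = inhibition above the mean over all tested compounds plus 3 SD, cut at about 4.2% in these data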;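 also: 0% = DAX1-transfected cells with DMSO and 100% = empty-vector control cells with DMSO; inhibition shows as a rise in luminescence from relieved DAX1 repression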
Target sequence (P51843 207-470 limits assumed): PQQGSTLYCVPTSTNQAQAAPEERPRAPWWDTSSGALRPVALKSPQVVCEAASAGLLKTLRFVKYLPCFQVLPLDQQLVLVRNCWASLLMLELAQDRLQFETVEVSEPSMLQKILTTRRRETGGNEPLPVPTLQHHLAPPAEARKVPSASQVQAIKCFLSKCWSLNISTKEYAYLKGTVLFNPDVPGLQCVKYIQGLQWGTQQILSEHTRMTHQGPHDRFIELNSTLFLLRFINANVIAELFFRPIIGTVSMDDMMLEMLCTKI
hgDAF12 agonist: H. glycines DAF-12 receptor agonists, primary screen, cell-based, luminescence, HEK293, GAL4 fusion, UAS-luciferase | Nuclear hormone receptor DAF-12 (Heterodera glycines), GAL4 fusion | HEK293 GAL4-hgDAF12 UAS-luciferase reporter, agonist luminescence; normalized to butyrate control | activation, % at 6.8 µM | actives 1.8% (n = 370,000) | AID 687014, 2013;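 active = activation above a cutoff set at the mean of all screened compounds plus 3 SD, cut at about 10% in these data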;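 also: 0% = DMSO wells and 100% = sodium butyrate wells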
GAA850 FXN act: FXN promoter activators, primary screen, cell-based, luciferase luminescence, HEK293 lucGAA850; actives 0.56% (n = 360,000); HEK293 lucGAA850 FXN promoter luciferase reporter, 24 h; percent of 10 µM SAHA response; activation, % at 6 µM;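 active = activation above the average of all compounds screened plus 3 SD, cutoff fixed separately per campaign, cut at about 7.5% in these data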;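 also: 0% = DMSO wells and 100% = 10 µM SAHA wells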
DAX1 inh-2: DAX1 (NR0B1) inhibitors on StAR promoter, primary screen, cell-based, luminescence, SF-1 (NR5A1), full-length DAX-1 | HEK293T StAR-luciferase reporter, SF-1/DAX-1 repression relief | inhibition, % at 6.8 µM | actives 1.1% (n = 370,000) | AID 652010, 2013;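 active = inhibition above the mean over all tested compounds plus 3 SD, cut at about 3.6% in these data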;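 also: 0% = DAX-1 cells with DMSO and 100% = cells lacking DAX-1 with DMSO; higher inhibition means more luminescence from relief of DAX-1 repression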
SMARCA2 act: SMARCA2 (BRM) function activators, primary screen, cell-based, luminescence, high throughput. MG213 cells, MMTV-luciferase reporter, dexamethasone, overnight. activation, % at 9.1 µM. actives 1% (n = 370,000); in the data active = activation above about 7.8%;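 also: 0% = vehicle wells and 100% = reference activator wells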
hcDAF12 agonist: H. contortus DAF-12 nuclear receptor activators, primary screen, cell-based, luminescence, HEK293, lit1-tk-luc reporter. HEK293 hcDAF-12 lit1-tk-luc reporter; 0% DMSO, 100% Δ7-dafachronic acid. activation, % at 6.8 µM. actives 1.4% (n = 370,000);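 active = activation above the mean of all tested compounds plus 3 SD, cut at about 5.5% in these data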;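 also: 100% = response to 3 µM Δ7-dafachronic acid high control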
NPR2 activator: human GC-B receptor activators, primary screen, HEK293 GC-B cells, cGMP TR-FRET, EC30 CNP | Atrial natriuretic peptide receptor 2 (Homo sapiens), P20594 | 0% at EC30 CNP, 100% saturating CNP | activation, % at 10 µM | actives 0.11% (n = 370,000) | AID 1920062, 2024;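 active = activation at 10 µM reaching about 35% in either raw or pattern-adjusted values, limit read from the data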
ssDAF-12 act: S. stercoralis DAF-12 nuclear receptor activators, primary screen, cell-based, luminescence, HEK293, GRIP1 co-expression, lit1-tk-luc; Nuclear hormone receptor DAF-12 (Strongyloides stercoralis); HEK293 ssDAF-12/GRIP1 lit1-tk-luc reporter; % of 3 µM dafachronic acid response; activation, % at 6.8 µM; actives 1% (n = 370,000);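 active = activation above the mean over all tested compounds plus 3 SD, cut at about 0.9% in these data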;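 also: 0% = DMSO-only wells and 100% = 3 µM delta7-dafachronic acid wells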
GC-A act: GC-A stimulated cGMP production enhancers – HEK293 GC-A cells, cGMP TR-FRET, EC30 ANP, primary screen. Atrial natriuretic peptide receptor 1 (Homo sapiens), P16066. 0% at EC30 ANP, 100% saturating ANP. activation, % at 10 µM. actives 0.14% (n = 370,000). AID 1671463, 2021; in the data active = activation above about 40%
An asterisk follows results filed as active; . = no result given.

Molecule,sPLA2-III inh,proKLK7 act,DAX1 inh-1,hgDAF12 agonist,GAA850 FXN act,DAX1 inh-2,SMARCA2 act,hcDAF12 agonist,NPR2 activator,ssDAF-12 act,GC-A act
COc1ccc(Nc2cc3n(c(=O)n2)CCc2cc(OC)c(OC)cc2-3)c(C)c1,8,7.5,-0.4,-5.9,6.6,-0.4,5,-4.4,27,-1.5,22
CCc1ccc(CN(C)CC(O)COc2cccc3ccccc23)cc1 (stereo unspecified),-10,-0.3,-0.5,-3.0,0.0,0.1,2,2.1,-6,-1.2,-12
Cc1ccc(OCCC(=O)OC(C)C(=O)Nc2ccc(Cl)cn2)cc1 (stereo unspecified),-7,-0.2,0.1,0.4,1.5,-1.0,0,0.4,-11,-1.4,1
COc1ccc2c(C)cc(SCC(=O)Nc3nsc(-c4ccc(C)cc4)n3)nc2c1,-1,0.2,-0.2,-2.6,-0.8,0.2,5,-1.1,6,-1.2,1
COC(=O)c1cc(C(=O)Nc2cc(C)on2)cc([N+](=O)[O-])c1,2,0.3,-0.5,-1.4,0.9,0.0,2,-0.5,-1,-0.7,-5
COc1ccc(C)cc1NC(=O)C1CCN(S(C)(=O)=O)CC1,6,0.2,-0.7,2.2,-0.2,-0.1,-2,-0.8,4,-1.5,-3
CCOC(=O)[C@]12CCCCC/C=C\1N(CCc1ccc(Cl)cc1)C(=O)[C@H]2CC(=O)NCc1ccccc1,-5,-0.4,.,1.6,.,0.7,-5,-2.6,-6,-1.4,-5
CCCCn1nnnc1C(c1cc2ccccc2o1)N1CCN(C/C=C/c2ccccc2)CC1 (stereo unspecified),-10,0.8,.,0.3,.,-0.6,0,-0.9,-10,-1.1,0
O=C(Cn1nc(C(F)F)cc1C1CC1)NCCC1=CCCCC1,2,-0.1,-0.2,0.1,-0.2,0.1,3,-0.6,1,-1.7,-4
CC(C)(C)OC(=O)CNC(=O)c1nc[nH]c1C(=O)N1CCN(c2ccccc2)CC1,-7,0.0,1.2,1.4,0.5,-1.1,2,-2.7,-5,-1.5,0
O=C(COC(=O)c1ccc(S(=O)(=O)N2CCCCCC2)cc1)NCc1ccc(F)cc1,0,0.1,0.3,1.0,2.5,2.4,-2,0.2,-8,-0.5,-6
[O-][n+]1c(/C=C/c2ccccc2)ccc2ccccc21,0,2.8,7.2*,14*,4.7,2.4,5,13*,-5,1.5*,-3
CCNc1oc(/C=C/c2ccc(OCC)cc2)nc1C#N,6,-5.3,-4.8,5.7,-1.3,-1.6,1,-0.5,-5,-1.8,-5
Cc1ccc(NC(=O)CSc2nnc(N)s2)cc1S(=O)(=O)N1CCOCC1,-2,-0.8,-0.2,-0.2,1.7,-0.3,0,-1.1,0,-0.7,-1
Cc1cccnc1CN1CCN(C(=O)c2cc(COc3ccc4ncccc4c3)on2)CC1,-7,0.1,-2.7,-6.1,-1.3,-2.9,-6,-4.4,-1,-2.8,0
CCc1cc(=O)oc2cc(C)cc(OC(C)C(=O)NCCCn3ccnc3)c12 (stereo unspecified),-2,4.6,-0.3,0.8,0.4,0.3,-2,-1.8,-2,-0.7,-4
O=C(COC(=O)c1n[nH]c2ccccc12)Nc1cccc(S(=O)(=O)N2CCOCC2)c1,-34,-0.2,-0.1,-3.3,0.3,-1.0,-1,0.2,-6,-1.3,-4
CC1c2[nH]c3ccccc3c2C[C@H]2C(=O)N(CCO)CC(=O)N12 (stereo partly specified),15,1.0,2.9,-1.4,1.2,-0.4,-4,-0.1,7,-0.8,-8
O=C(CSc1nc2ncc(Cl)cc2[nH]1)N(Cc1ccccc1)C1CCS(=O)(=O)C1 (stereo unspecified),-14,0.3,-0.8,0.4,2.8,0.7,1,-0.6,-9,-1.4,-5
CCOC(=O)N1CCN(C(=O)Nc2ccccc2)CC1,10,0.3,-0.3,-0.4,1.2,0.3,-5,-0.5,-1,-1.9,0
O=C(/C=C/c1ccccc1[N+](=O)[O-])NCC1CCCO1 (stereo unspecified),19,0.2,1.1,0.7,2.4,0.6,-1,1.0,5,-0.7,0
COCCNC(=S)N/N=C/c1ccccc1C(=O)O,12,0.0,1.3,1.4,-0.2,-0.1,7,-0.6,-3,-1.0,1
O=C1CN(C(=O)c2cc3ccccc3o2)c2ccccc2N1,6,0.4,1.4,-0.5,2.6,0.7,0,-0.7,-7,-0.7,-1
O=C1CCC(C(=O)NCc2cccnc2)N1 (stereo unspecified),9,-0.1,1.1,-0.1,3.2,0.0,-5,-0.5,2,-1.5,-2
N#Cc1cnn(-c2ccccc2)c1N,0,0.3,1.1,-1.2,0.7,0.3,-1,-1.8,2,-0.8,1
O=S(=O)(CCN1C=CC(C(F)(F)F)=NCC1)c1ccc(F)cc1,2,0.0,-0.4,-1.4,-0.5,0.1,-1,0.1,1,0.1,-1
O=C(/C=C/c1ccccc1)c1ccc2ccccc2c1,-7,0.2,0.7,8.7,7.2,0.0,3,4.2,-6,0.7,-4
CCOCCCNC(=S)Nc1ccc2nc(N3CCCC3)cc(C)c2c1,-3,17*,-0.9,0.5,-3.7,-0.3,7,0.6,6,-1.4,15
CCOC(=O)C1CCN(C2CC(=O)N(c3cccc(Cl)c3)C2=O)CC1 (stereo unspecified),1,0.0,0.5,-0.1,4.1,-0.4,0,1.4,-3,-1.1,-2
COc1cc(CCC(=O)OCc2ccccc2C#N)cc(OC)c1OC,2,0.1,0.6,-0.2,0.5,0.1,4,0.2,-1,-1.0,-1
COc1ccc(C(=O)Nc2ccccc2C(=O)N2CCOCC2)cc1,15,-0.2,-1.0,-3.7,2.8,0.4,-4,-0.5,-1,-1.3,0
CCOC(=O)c1csc(NC(=O)c2ccc(OCC)cc2)n1,-5,-0.6,-2.8,-2.7,-0.7,-1.2,-6,-2.6,0,-2.4,4
COCCN(C(=O)COc1ccccc1)c1nnc(-c2cccnc2)s1,3,-0.1,0.1,-0.3,0.8,0.1,2,-0.9,8,-1.1,8
CCCCCCCCNC(C)C(O)c1ccc(SC(C)C)cc1 (stereo unspecified),10,0.5,-0.1,-5.8,-1.0,-1.8,-2,-1.9,1,-1.7,0
COc1cccc(CNC(=O)C2CCN(C(=O)N3CC(C)Oc4ccccc43)CC2)c1 (stereo unspecified),2,-1.0,-0.2,2.6,-1.0,0.1,-1,-1.2,1,-0.6,3
COc1ccccc1/C=C/CN1CCC(n2nccc2NC(=O)CCc2ccccc2)CC1,-23,-0.3,-2.7,-2.1,-7.1,-0.7,-4,-3.0,-9,-1.8,-14
O=[N+]([O-])c1ccc(N/N=C/c2c[nH]c3ccccc23)cc1,-42,3.6,-0.7,-1.1,-1.9,-1.9,-1,-3.0,-20,-1.4,-13
Cc1sc(N2C(=O)C3C(C2=O)[C@H]2C=C[C@@H]3C2)c(C#N)c1C (stereo partly specified),0,-0.6,1.4,-0.7,0.7,-0.1,-1,-0.5,-1,0.2,3
C=C(C)C(=O)Nc1ccc(NC(C)C)cc1,1,0.5,-0.7,-0.4,0.8,0.5,-3,-1.2,2,-0.7,4
CCOc1ccc(C(=O)COC(=O)c2cc(=O)[nH]c3ccccc23)cc1,-11,-12,1.4,-0.8,2.0,1.1,3,-0.7,-1,-0.7,-3
CN1CCN(c2ccc(S(=O)(=O)N3CCCCC3)cc2NC(=O)COc2ccc([N+](=O)[O-])cc2)CC1,1,0.4,-0.7,2.4,1.2,-2.3,-3,1.5,-4,-0.5,3
NNc1ccc([N+](=O)[O-])c2[nH][nH]c(=O)c12,8,-0.4,2.6,-3.2,-1.8,-0.8,-3,2.0,-7,-0.9,-15
CCc1noc(C)c1C(=O)N1CCCSC1=Nc1ccccc1,0,-0.3,-0.3,1.7,1.7,0.6,0,-0.9,-2,-0.9,-2
OCC1(CCOc2ccccc2)CCN(CCCn2cccn2)CC1,3,0.1,0.4,-2.9,0.9,0.0,-2,1.2,6,-1.6,3
Cc1ccnc2nc(C(=O)OCC(=O)Nc3ccc([N+](=O)[O-])cc3Br)nn12,6,0.3,-0.2,2.3,0.3,-3.1,-1,-0.6,-2,-1.1,0
O=C(c1ccc(OC2CCN(Cc3ccccn3)CC2)cc1)N1CCCC(O)C1 (stereo unspecified),-3,-0.1,-0.3,0.2,-1.3,-0.6,0,0.8,-2,-1.6,5
O=S(=O)(c1cccc(S(=O)(=O)N2CCC(Cc3ccccc3)CC2)c1)N1CCOCC1,-12,0.6,0.9,-0.8,-0.6,-0.8,-1,-0.6,4,-1.1,0
Cc1cccc(OCCCC(=O)Nc2nccs2)c1,0,0.5,-0.5,1.1,-0.5,0.3,-2,-1.9,3,-1.0,-2
O=C(CNC(=O)c1cnccc1C(F)(F)F)c1cccc(Cl)c1,-17,0.4,0.3,0.8,-1.2,-0.2,-1,1.2,6,-0.6,2
CN1CCN(C2CN(Cc3cn(Cc4ccccc4)nn3)S(=O)(=O)C2)CC1 (stereo unspecified),11,0.5,.,-1.1,.,0.4,-2,-1.3,-1,-0.8,-3
COC(=O)C1CCN(CCCOc2ccc(CN3CCN(c4ccc([N+](=O)[O-])cc4)CC3)cc2)CC1,-19,-0.4,-0.6,-3.6,-0.4,-1.8,-2,-1.2,-3,-1.5,-10
CCCNC(=O)NC(=O)CN1CCCC1c1ccc2c(c1)OCCO2 (stereo unspecified),5,0.5,-0.1,-0.1,1.7,0.1,-2,-1.4,-3,-1.4,2
CCC(=O)N(C)CCc1cc2c(c(OC)c1/C=N/NS(=O)(=O)c1ccc(C)cc1)OCO2,6,-0.5,1.2,-2.3,1.3,-0.1,-2,-2.8,0,-2.1,-5

Just sPLA2-III inh and hcDAF12 agonist, for 2 of the compounds above:
Compound	sPLA2-III inh	hcDAF12 agonist
COC(=O)C1CCN(CCCOc2ccc(CN3CCN(c4ccc([N+](=O)[O-])cc4)CC3)cc2)CC1	-19	-1.2
CCCNC(=O)NC(=O)CN1CCCC1c1ccc2c(c1)OCCO2 (stereo unspecified)	5	-1.4
